Compound activity deposited in PubChem BioAssay by several laboratories.
SRC1 inh: human NCOA1 inhibition | Q15788 | HEK293 GAL4-SRC1 luciferase reporter, luminescence | inhibition, % at 3.6 µM | 360,000 compounds, 0.12% hits | AID 588354;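 active means inhibition above the campaign mean plus 3 SD, with each screening campaign given its own cutoff, cut at about 60% in these data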;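 further: 0% = DMSO treated cells and 100% = gossypol at 36 µM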
NOD2-RIPK2 inh: inhibitors of human NOD2-RIPK2 interaction | inhibition, % at 4.98 µM | CHO BLA complementation NOD2-RIPK2, CCF4 ratio | AID 624267 | 360,000 compounds, 0.38% hits; in the data active means inhibition above about 21%;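 further: 0% = vehicle only and 100% = reference blocker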
TLR9-MyD88 block: blocks human TLR9 binding to MyD88; CHO BLA complementation TLR9-MyD88, CCF4 FRET ratio; 340,000 compounds, 0.21% hits; inhibition, % at 4.98 µM; Q9NR96+Q99836;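 active means inhibition above the mean over all tested compounds plus 3 SD, cut at about 21% in these data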;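 further: 0% = DMSO only wells and 100% = clavulanate BLA inhibitor control wells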
TRAIL sens C8: caspase-8 TRAIL sensitization; 360,000 compounds, 1% hits; inhibition (viability loss, TRAIL sensitization), % at 10 µM; NB7+C8 cells + TRAIL, ATPlite viability luminescence;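 active means compounds causing at least 50% loss of cell viability in the single-dose screen, relative to plate controls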
TROY NFkB inh: TROY signaling inhibition; Q293 LMP1-TROYcd NF-kB luciferase reporter, 4 h; inhibition, % at 10 µM; 360,000 compounds, 0.98% hits; AID 1347056;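 active means compounds whose plate-normalised and pattern-corrected inhibition of the luciferase reporter signal at the single screening dose is 50% or more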
LMP1 NFkB inh: inhibitors of Epstein-Barr LMP1-induced NF-kappaB reporter; LMP1-induced NF-kappaB luciferase reporter cells, luminescence; AID 504558; 350,000 compounds, 0.69% hits; inhibition, % at 12.5 µM; in the data active means inhibition above about 41%;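 further: 0% = neutral control wells and 100% = reference inhibitor control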
SRC2 inh: human SRC2 (NCOA2) inhibition | inhibition, % at 9 µM | AID 651957 | 370,000 compounds, 0.17% hits | HEK293 GAL4-SRC2 luciferase reporter, luminescence | Q15596;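 active means inhibition above the mean inhibition of all tested compounds plus 3 SD, set per campaign, cut at about 52% in these data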;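 further: 0% = DMSO treated cells and 100% = cells given Gossypol at 36 µM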
NR5A2 inv ag: inverse agonists of human LRH-1 (NR5A2) | O00482 | HEK293T StAR-luciferase reporter, LRH-1 transfected, 24 h | inhibition, % at 3.6 µM | 360,000 compounds, 0.13% hits | AID 602396;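 active means inhibition above the mean inhibition of all tested compounds plus 3 SD, cut at about 73% in these data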;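 further: 0% = DMSO wells and 100% = reporter-only cells lacking LRH-1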
TWEAK-Fn14 inh: inhibitors of TWEAK-Fn14 interaction signaling; inhibition, % at 10 µM; TWEAK-stimulated Fn14 reporter cells, luciferase luminescence, 8 h; 360,000 compounds, 2% hits; in the data active means inhibition above about 50%
NR2F2 inh: NR2F2 (human) inhibition, primary screen; P24468; HEK293T NGFI-A luciferase reporter, luminescence; inhibition, % at 8.6 µM; 370,000 compounds, 0.7% hits; AID 686940;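 active means inhibition above a per-plate cutoff, mean inhibition of test wells between control levels plus 3 SD, cut at about 38% in these data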;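 further: cells cotransfected with COUP-TFII expression vector driving the NGFI-A reporter; 0% = median of COUP-TF2 test wells and 100% = reporter-only cells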
SRC3 inh: inhibits human SRC3 coactivator | Q9Y6Q9 | HEK293 GAL4-SRC3 luciferase reporter, luminescence | inhibition, % at 3.6 µM | 360,000 compounds, 0.17% hits | AID 588352;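 active means inhibition above a per-campaign cutoff, the mean of all compounds plus 3 SD, cut at about 60% in these data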;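 further: 0% = DMSO-treated cells and 100% = gossypol-treated cells at 36 µM; higher means less SRC3-driven luciferase light from the GAL4 reporter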
* hit, by the source's call.

`CC(=O)N(c1ccc2oc(=O)sc2c1)S(=O)(=O)c1ccc(C(=O)O)cc1` gave SRC1 inh -4, NOD2-RIPK2 inh -6, TLR9-MyD88 block -1, TRAIL sens C8 1, TROY NFkB inh 1, LMP1 NFkB inh -1, SRC2 inh -30, NR5A2 inv ag -5, TWEAK-Fn14 inh 34, NR2F2 inh -12 and SRC3 inh 11.
For O=C(O)c1nn(CCOc2ccccc2F)c(=O)c2ccccc12 the results were SRC1 inh -14, NOD2-RIPK2 inh -8, TLR9-MyD88 block -6, TRAIL sens C8 5, TROY NFkB inh -16, LMP1 NFkB inh 0, SRC2 inh -7, NR5A2 inv ag 13, TWEAK-Fn14 inh -30, NR2F2 inh -26 and SRC3 inh -32.
`Cc1cc(C(F)(F)F)c2c(N)c(C(=O)NC3CC3)sc2n1` gave SRC1 inh 0, NOD2-RIPK2 inh 10, TLR9-MyD88 block -12, TRAIL sens C8 -7, TROY NFkB inh 17, LMP1 NFkB inh 3, SRC2 inh -7, NR5A2 inv ag 20, TWEAK-Fn14 inh -14, NR2F2 inh 10 and SRC3 inh 11.
For CSc1nc(NNC=O)cc(Oc2ccc(NC(C)=O)cc2)n1 the results were SRC1 inh 7, NOD2-RIPK2 inh -2, TLR9-MyD88 block -2, TRAIL sens C8 -2, TROY NFkB inh -3, LMP1 NFkB inh -2, SRC2 inh 1, NR5A2 inv ag 6, TWEAK-Fn14 inh 1, NR2F2 inh -4 and SRC3 inh 8.
O=C(CSc1ccc(-c2ccco2)nn1)N1CCCCCC1 was read as SRC1 inh -25, NOD2-RIPK2 inh -4, TLR9-MyD88 block 1, TRAIL sens C8 -5, TROY NFkB inh -9, LMP1 NFkB inh 8, SRC2 inh -1, NR5A2 inv ag 4, TWEAK-Fn14 inh -16, NR2F2 inh -10 and SRC3 inh 18.
O=C1[C@H]2[C@@H](c3ccc(F)cc3)N3C(=O)N(c4cccc(Cl)c4)C(=O)[C@@]3(Cc3ccccc3)[C@H]2C(=O)N1C1CCCCC1 was read as SRC1 inh 9, NOD2-RIPK2 inh 7, TLR9-MyD88 block 2, TRAIL sens C8 4, TROY NFkB inh 0, LMP1 NFkB inh -21, SRC2 inh 2, NR5A2 inv ag -1, TWEAK-Fn14 inh 14, NR2F2 inh -1 and SRC3 inh 16.
For Cn1cccc1C(=O)NC(=O)COC(=O)CC12CC3CC(CC(C3)C1)C2 the results were SRC1 inh -25, NOD2-RIPK2 inh 1, TLR9-MyD88 block 1, TRAIL sens C8 2, TROY NFkB inh -26, LMP1 NFkB inh 0, SRC2 inh -23, NR5A2 inv ag 6, TWEAK-Fn14 inh -30, NR2F2 inh 9 and SRC3 inh 1.
For Cn1c(Cc2ccccc2)nnc1SCC(=O)NC1CCCCC1 the results were SRC1 inh 7, NOD2-RIPK2 inh -10, TLR9-MyD88 block 3, TRAIL sens C8 -5, TROY NFkB inh 11, LMP1 NFkB inh 1, SRC2 inh 3, NR5A2 inv ag -3, TWEAK-Fn14 inh -7, NR2F2 inh 10 and SRC3 inh -2.
`O=C(Nc1ccc(Cl)cc1)c1cccc(S(=O)(=O)Nc2ccccn2)c1` gave SRC1 inh 14, NOD2-RIPK2 inh -7, TLR9-MyD88 block -7, TRAIL sens C8 25, TROY NFkB inh 8, LMP1 NFkB inh 9, SRC2 inh 28, NR5A2 inv ag 1, TWEAK-Fn14 inh 16, NR2F2 inh 7 and SRC3 inh -7.
CC(C)(C)NS(=O)(=O)c1ccc(OCC(=O)NCC2CCCO2)cc1 (stereo unspecified) was read as SRC1 inh 14, NOD2-RIPK2 inh 10, TLR9-MyD88 block 1, TRAIL sens C8 -14, TROY NFkB inh 3, LMP1 NFkB inh 3, SRC2 inh -10, NR5A2 inv ag -4, TWEAK-Fn14 inh 8, NR2F2 inh -18 and SRC3 inh -9.
For Cc1ccc(NS(=O)(=O)c2ccccc2F)cc1S(=O)(=O)N1CCCCCC1 the results were SRC1 inh -2, NOD2-RIPK2 inh -4, TLR9-MyD88 block 11, TRAIL sens C8 12, TROY NFkB inh -18, LMP1 NFkB inh -6, SRC2 inh 8, NR5A2 inv ag 3, TWEAK-Fn14 inh 19, NR2F2 inh -8 and SRC3 inh 3.
CCOC(=O)C1(C)CCN1C(=O)c1cncc(Br)c1 (stereo unspecified) was read as SRC1 inh -10, NOD2-RIPK2 inh -12, TRAIL sens C8 -5, TROY NFkB inh 0, SRC2 inh -16, NR5A2 inv ag -21, TWEAK-Fn14 inh -2, NR2F2 inh -9 and SRC3 inh 2.
`CN(C)c1ccc(Nc2ccc([N+](=O)[O-])cn2)cc1` gave SRC1 inh -41, NOD2-RIPK2 inh -9, TLR9-MyD88 block 4, TRAIL sens C8 -8, TROY NFkB inh -36, LMP1 NFkB inh -2, SRC2 inh -16, NR5A2 inv ag -44, TWEAK-Fn14 inh -21, NR2F2 inh -14 and SRC3 inh -82.
For CCOCC(=O)Nc1ccc([N+](=O)[O-])cc1OC the results were SRC1 inh -17, NOD2-RIPK2 inh -8, TLR9-MyD88 block -10, TRAIL sens C8 3, TROY NFkB inh 10, LMP1 NFkB inh -3, SRC2 inh -46, NR5A2 inv ag 27, TWEAK-Fn14 inh 9, NR2F2 inh 11 and SRC3 inh -9.
For Cc1csc(=O)n1CCC(=O)OCC(=O)Nc1ccc(C(N)=O)cc1 the results were SRC1 inh 7, NOD2-RIPK2 inh 3, TLR9-MyD88 block 2, TRAIL sens C8 -1, TROY NFkB inh 8, LMP1 NFkB inh -9, SRC2 inh -5, NR5A2 inv ag -5, TWEAK-Fn14 inh 4, NR2F2 inh 5 and SRC3 inh 5.
For O=C(NC12CC3CC(CC(C3)C1)C2)N1CCC(O)(c2ccc3c(c2)OCO3)CC1 the results were SRC1 inh 5, NOD2-RIPK2 inh -6, TLR9-MyD88 block 5, TRAIL sens C8 14, TROY NFkB inh -19, LMP1 NFkB inh 2, SRC2 inh 5, NR5A2 inv ag 5, TWEAK-Fn14 inh -23, NR2F2 inh 9 and SRC3 inh 12.
`CC(NC(=O)COC(=O)CN1C(=O)NC2(CCCC2)C1=O)c1ccc(F)cc1` (stereo unspecified) gave SRC1 inh -14, NOD2-RIPK2 inh -5, TLR9-MyD88 block -6, TRAIL sens C8 2, TROY NFkB inh 15, LMP1 NFkB inh 3, SRC2 inh 9, NR5A2 inv ag 1, TWEAK-Fn14 inh -5, NR2F2 inh 11 and SRC3 inh 18.
`CCn1c(/N=C/c2c[nH]c3ccccc23)nc2ccccc21` gave SRC1 inh 5, NOD2-RIPK2 inh -7, TLR9-MyD88 block -13, TRAIL sens C8 -6, TROY NFkB inh -45, LMP1 NFkB inh -4, SRC2 inh -1, NR5A2 inv ag 5, TWEAK-Fn14 inh -50, NR2F2 inh -1 and SRC3 inh 19.
Screening COC(=O)/C(=C/c1ccco1)NC(=O)c1ccc(Br)o1 returned SRC1 inh -12, NOD2-RIPK2 inh 0, TLR9-MyD88 block 4, TRAIL sens C8 2, TROY NFkB inh -17, LMP1 NFkB inh 10, SRC2 inh 3, NR5A2 inv ag 2, TWEAK-Fn14 inh 3, NR2F2 inh 10 and SRC3 inh 3.
COc1ccc(CC(=O)NCc2ccc(-n3cccc3)cc2)cc1OC was read as SRC1 inh 12, NOD2-RIPK2 inh 9, TLR9-MyD88 block 3, TRAIL sens C8 20, TROY NFkB inh 23, LMP1 NFkB inh 31, SRC2 inh 1, NR5A2 inv ag 8, TWEAK-Fn14 inh 17, NR2F2 inh -2 and SRC3 inh 4.
Cc1cccc(N2CC(C(=O)Nc3ccc(S(=O)(=O)Nc4nccs4)cc3)CC2=O)c1C (stereo unspecified) was read as SRC1 inh 26, NOD2-RIPK2 inh -8, TLR9-MyD88 block 1, TRAIL sens C8 -3, TROY NFkB inh 6, LMP1 NFkB inh -3, SRC2 inh -1, NR5A2 inv ag -6, TWEAK-Fn14 inh 7, NR2F2 inh 16 and SRC3 inh -7.
For O=C(CC1SC(N2CCOCC2)=NC1=O)Nc1ccccc1Cl (stereo unspecified) the results were SRC1 inh -2, NOD2-RIPK2 inh -10, TLR9-MyD88 block 1, TRAIL sens C8 -6, TROY NFkB inh 6, LMP1 NFkB inh 1, SRC2 inh -35, NR5A2 inv ag 7, TWEAK-Fn14 inh -13, NR2F2 inh -8 and SRC3 inh 6.
`COc1ccc(-c2c(C#Cc3ccsc3)c3cc(-c4ccc5cc[nH]c5c4)ccc3n2C)cc1` gave SRC1 inh -14, NOD2-RIPK2 inh -9, TLR9-MyD88 block 2, TRAIL sens C8 -5, TROY NFkB inh 26, LMP1 NFkB inh -19, SRC2 inh -9, NR5A2 inv ag 7, TWEAK-Fn14 inh 27, NR2F2 inh 0 and SRC3 inh -43.
`O=C(Oc1ccc(Cl)c2cccnc12)N1CCCCCC1` gave SRC1 inh -8, NOD2-RIPK2 inh -5, TLR9-MyD88 block -13, TRAIL sens C8 2, TROY NFkB inh 6, LMP1 NFkB inh -7, SRC2 inh -17, NR5A2 inv ag -14, TWEAK-Fn14 inh -7, NR2F2 inh -2 and SRC3 inh 4.
CC(=NCCc1c(C)[nH]c2ccc(OC(F)(F)F)cc12)C1=C(O)CC(c2ccccc2)CC1=O (stereo unspecified) was read as SRC1 inh -17, NOD2-RIPK2 inh -5, TLR9-MyD88 block 1, TRAIL sens C8 31, TROY NFkB inh 31, LMP1 NFkB inh -12, SRC2 inh -4, NR5A2 inv ag 7, TWEAK-Fn14 inh 21, NR2F2 inh 5 and SRC3 inh 8.
Screening CCC(C(=O)N1CCN(S(=O)(=O)c2ccc(F)cc2)CC1)c1ccccc1 (stereo unspecified) returned SRC1 inh 4, NOD2-RIPK2 inh -6, TLR9-MyD88 block -4, TRAIL sens C8 0, TROY NFkB inh -8, LMP1 NFkB inh -2, SRC2 inh 13, NR5A2 inv ag -17, TWEAK-Fn14 inh 3, NR2F2 inh -6 and SRC3 inh 25.
`COC(=O)C1=C(Nc2cc(Cl)cc(Cl)c2)CSC1` gave SRC1 inh 11, NOD2-RIPK2 inh -5, TLR9-MyD88 block -3, TRAIL sens C8 3, TROY NFkB inh -5, LMP1 NFkB inh 5, SRC2 inh -13, NR5A2 inv ag -1, TWEAK-Fn14 inh 5, NR2F2 inh -24 and SRC3 inh 7.
For O=C(O)C1CC=CCC1C(=O)NNc1ccccc1 (stereo unspecified) the results were SRC1 inh 0, NOD2-RIPK2 inh -5, TLR9-MyD88 block 5, TRAIL sens C8 4, TROY NFkB inh 2, LMP1 NFkB inh -3, SRC2 inh -36, NR5A2 inv ag -20, TWEAK-Fn14 inh 2, NR2F2 inh 12 and SRC3 inh 10.
Screening CCOc1ccc2oc(-c3ccccc3)c(C(=O)N3CCN(C)CC3)c2c1 returned SRC1 inh 2, NOD2-RIPK2 inh -6, TLR9-MyD88 block 1, TRAIL sens C8 2, TROY NFkB inh 4, LMP1 NFkB inh -1, SRC2 inh -19, NR5A2 inv ag 21, TWEAK-Fn14 inh 13, NR2F2 inh 3 and SRC3 inh 7.

A portion of the library. The share of hits here may be higher or lower than overall.
